Screens from PubChem.
PrPC surface inh – reduces human prion protein on the cell surface; cell surface PrPC, TR-FRET read-out; inhibition, % at 13.8 µM; 370,000 tested, 0.43% active; in the data active means inhibition above about 24%; further: 0% = median of the test wells and 100% = reference compound wells
Mtb FBA inh – Mtb fructose-bisphosphate aldolase inhibition | purified M. tuberculosis FBA, fluorescence read-out | inhibition, % at 1 µM | 360,000 tested, 2.3% active; in the data active means inhibition above about 27%;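 further: 0% = vehicle and 100% = reference inhibitor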
Target sequence (P9WQA3 whole entry, looked up): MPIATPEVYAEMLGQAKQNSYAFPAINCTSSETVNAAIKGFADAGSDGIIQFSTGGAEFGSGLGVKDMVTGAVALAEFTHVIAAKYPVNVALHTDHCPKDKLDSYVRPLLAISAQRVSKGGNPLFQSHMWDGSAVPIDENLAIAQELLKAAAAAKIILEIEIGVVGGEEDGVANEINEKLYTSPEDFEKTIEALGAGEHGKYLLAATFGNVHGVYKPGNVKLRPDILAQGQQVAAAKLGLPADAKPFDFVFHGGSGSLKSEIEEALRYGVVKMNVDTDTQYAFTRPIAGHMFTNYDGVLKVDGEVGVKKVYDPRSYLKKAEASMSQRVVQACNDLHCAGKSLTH
GDH-TPI inh – counter-screen for M. tuberculosis FBA inhibitors: GDH-TPI coupled enzymes; GDH-TPI coupled enzyme counterscreen, NADH absorbance; 360,000 tested, 1.2% active; AID 588335; inhibition, % at 4.8 µM; in the data active means inhibition above about 30%;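 further: 0% = DMSO wells and 100% = wells lacking the enzyme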
BioA inh – blocks M. tuberculosis BioA enzyme activity. purified M. tuberculosis BioA enzyme, plate reader. inhibition, % at 9.99 µM. 360,000 tested, 0.096% active. AID 602481; in the data active means inhibition above about 40%; inconclusive means no clear call, values can overlap the other calls
BoNT F protease – blocks Botulinum neurotoxin F light chain protease; AID 588497; inhibition, % at 10 µM; Multiplex microsphere protease cleavage assay, flow cytometry; 360,000 tested, 0.22% active; in the data active means inhibition above about 35%, passing the limit was not always enough; inconclusive means no clear call, values can overlap the other calls; further: plate controls were buffer without enzyme for full effect and enzyme alone for no effect
MazF activator – activators of E. coli MazEF toxin-antitoxin RNase. 350,000 tested, 0.32% active. FAM/BHQ RNA-DNA oligo cleavage fluorescence, 5 h. AID 504720. P0AE70. activation, % at 20 µM; in the data active means activation above about 50%
Target sequence (P0AE70 whole entry, looked up): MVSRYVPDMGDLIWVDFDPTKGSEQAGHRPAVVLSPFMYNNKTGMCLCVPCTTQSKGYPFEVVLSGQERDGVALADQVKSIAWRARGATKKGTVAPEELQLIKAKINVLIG
FadD28 binding – M. tuberculosis FadD28 bisubstrate binding inhibition | FadD28 bisubstrate probe binding, fluorescence polarization | inhibition, % at 12.5 µM | 360,000 tested, 0.22% active; in the data active means inhibition above about 8.5%, passing the limit was not always enough; inconclusive means no clear call, values can overlap the other calls
Rv3671c inh – Rv3671c (M. tuberculosis) protease inhibition | P9WHR9 | inhibition, % at 5.96 µM | 320,000 tested, 0.048% active | AID 2606; in the data active means inhibition above about 38%;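 further: extracellular domain of Rv3671c used as enzyme; 0% = enzyme with DMSO and 100% = no enzyme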
Mtb UGM inh – inhibitors of M. tuberculosis UDP-galactopyranose mutase; AID 504406; purified UGM, fluorescence polarization probe displacement; inhibition, % at 10 µM; 320,000 tested, 0.06% active; P9WIQ1; in the data active means inhibition above about 10%, passing the limit was not always enough; inconclusive means no clear call, values can overlap the other calls
Target sequence (P9WIQ1 whole entry, looked up): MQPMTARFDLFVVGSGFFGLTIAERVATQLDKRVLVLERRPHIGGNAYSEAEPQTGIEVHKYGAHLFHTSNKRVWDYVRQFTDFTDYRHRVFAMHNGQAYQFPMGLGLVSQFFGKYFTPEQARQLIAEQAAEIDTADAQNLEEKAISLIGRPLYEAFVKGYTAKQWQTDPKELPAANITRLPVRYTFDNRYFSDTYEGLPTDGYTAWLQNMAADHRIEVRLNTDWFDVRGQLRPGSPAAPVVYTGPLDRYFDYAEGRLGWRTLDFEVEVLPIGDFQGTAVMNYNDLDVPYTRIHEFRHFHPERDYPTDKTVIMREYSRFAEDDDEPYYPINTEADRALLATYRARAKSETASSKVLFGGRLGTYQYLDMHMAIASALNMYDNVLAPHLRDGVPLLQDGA
* marks the source's active call; other numbers are inactive results; ? = inconclusive; . = no result given.

The first three entries (preview)
The line under a structure holds: Rv3671c inh, BoNT F protease, GDH-TPI inh, PrPC surface inh, MazF activator, BioA inh, Mtb UGM inh, Mtb FBA inh, FadD28 binding
O=C(OCC(=O)N1CCc2ccccc2C1)c1ccc(F)cc1Cl
 : 7, -1, 3, -4, 0, 0.0, 1.6, 3, -2.4
O=C1/C(=C\c2ccsc2)NC(=S)N1c1ccccc1
 : 3, -2, 26, -1, 4, 6.9, 2.7, 1, -2.3
CN(CCCn1ccc(NC(=O)OCc2ccccc2)nc1=O)CCc1ccccn1
 : ., -1, 7, -1, 6, 1.7, ., -1, -0.9

The whole of this part, from the start:
The line under a structure holds: Rv3671c inh, BoNT F protease, GDH-TPI inh, PrPC surface inh, MazF activator, BioA inh, Mtb UGM inh, Mtb FBA inh, FadD28 binding
O=C(OCC(=O)N1CCc2ccccc2C1)c1ccc(F)cc1Cl
 : 7, -1, 3, -4, 0, 0.0, 1.6, 3, -2.4
O=C1/C(=C\c2ccsc2)NC(=S)N1c1ccccc1
 : 3, -2, 26, -1, 4, 6.9, 2.7, 1, -2.3
CN(CCCn1ccc(NC(=O)OCc2ccccc2)nc1=O)CCc1ccccn1
 : ., -1, 7, -1, 6, 1.7, ., -1, -0.9
Cc1noc(C)c1COc1ccc(C(=O)N2CCN(S(=O)(=O)c3cccc(F)c3)CC2)cc1
 : 0, -4, 2, 2, 7, -0.6, -1.4, -4, -1.5
Cc1cccc(C(=O)NNc2ncnc3c2cnn3C)c1
 : 5, -3, 5, -2, 10, ., 0.5, -1, -0.3
O=C1CCCN1CCNC(=S)Nc1ccccc1
 : -5, -1, 2, -6, 0, -2.5, -3.0, 1, -2.0
O=c1[nH]c(=S)n(C2CC2)c(O)c1C=NCC1CCCO1 (stereo unspecified)
 : 5, -8, 24, 2, -1, ., 1.8, -3, -0.3
O=C(N/N=C/c1ccco1)c1cnccn1
 : 3, -7, 12, 4, 0, 2.7, -2.6, -5, -3.7
Cc1ccc(C(=O)N(CN2CCCC2=O)c2ccccc2)cc1C
 : -6, 2, 21, 0, 5, -3.3, -0.2, 0, -0.9
O=S(=O)(c1ccccc1)N1CCN(c2ncccn2)CC1
 : 3, 1, 9, 3, -9, 0.2, 3.5, 2, -1.0
O=c1oc(-c2ccccc2)cc(Cl)c1Cl
 : -12, -1, 17, -3, 27, -0.6, 0.0, 12, -0.5
C=CCn1c2ccccc2c2nnc(SCC(=O)Nc3c(C)n(C)n(-c4ccccc4)c3=O)nc21
 : ., -2, 15, -19, 10, -0.9, ., 0, -5.5
CCCCNC(=O)/C(C#N)=C/c1ccc(F)cc1F
 : -6, -1, 2, 6, 5, ., 2.2, 2, -1.5
CN(CC(=O)Nc1ccccc1)CC(=O)Nc1ccccc1Cl
 : -8, -9, 8, -2, -8, 0.3, 0.0, -1, -2.3
CCOC(=O)c1ccc(NS(=O)(=O)c2cc(C)ccc2OC)cc1
 : -20, -1, 4, 13, 0, -2.8, 3.1, 2, -3.3
O=C(/C=C/c1cccc2ccccc12)NCCC1=CCCCC1
 : 6, 5, 7, 0, 3, -2.2, 1.0, 7, -1.2
O=C(N/N=C/c1cccs1)C1COc2ccccc2O1 (stereo unspecified)
 : 3, -14, 4, 11, 1, -0.3, 2.3, -2, -4.1
CN(c1ccccc1)S(=O)(=O)c1cccc(C(=O)Nc2ccc(N3CCOCC3)cc2)c1
 : ., 1, 10, 10, 10, -0.7, ., 2, 2.1
CCOc1cc(NC(=S)NCc2ccco2)c(OCC)cc1NC(C)=O
 : 6, -14, 1, -3, 2, -0.3, -1.5, 0, -1.9
CCOC(=O)C1(Cc2cccc(OC)c2)CCCN(C(=O)CSC)C1 (stereo unspecified)
 : -13, ., 1, 2, -9, 2.2, -1.0, 3, -0.6
O=C(COC(=O)C1CCC(N2C(=O)C3C4CCC(C4)C3C2=O)CC1)c1ccc(F)cc1 (stereo unspecified)
 : 3, 10, 0, 2, -5, 0.0, -0.6, -4, -3.3
O=C(OCC(=O)N1CCCC1)c1ccc(NS(=O)(=O)c2cccs2)cc1O
 : 15, -2, 1, -3, 15, -1.1, -5.3, -2, -2.5
COC(=O)c1ccc2nc(-c3ccco3)c(Cc3cccc(F)c3)n2c1
 : ., 4, ., -6, ., -3.1, ., 6, 0.2
O=C(Oc1ccc2ccc(=O)oc2c1)c1cccs1
 : 12, 0, 6, 3, 0, ., 1.7, 66*, 4.0
COc1cc(OC)cc(-c2sc3ccc(OC)cc3c2-c2ccc(OCCN3CCCCC3)cc2)c1
 : ., -10, 6, ., 19, -0.2, ., 2, -3.2
CCOC(=O)C1=C(c2ccccc2)N2CCS(=O)(=O)N=C2S1
 : -6, 1, 17, 1, 6, -3.2, 5.3, 4, 1.2
COc1ccc(CCNC(=O)C2CC3Cn4c(nc5cc6ccccc6cc54)C3N2C)cc1 (stereo unspecified)
 : 2, 1, 13, -3, 4, -6.4, -2.4, 3, -2.1
CN(C)/C=C(\C#N)C(=O)c1cccnc1Oc1ccc(F)cc1F
 : -1, -3, 4, 2, 3, 1.7, -0.2, 0, 0.5
COc1ccc(OCC#CCN2CCCCCC2)cc1
 : 6, -3, 1, 0, -5, ., 3.7, -3, -0.5
O=C(O)/C=C\c1ccccc1Oc1cccc(Cl)c1
 : 3, -11, 2, -7, -10, ., 3.7, 3, -4.0
O=C(O)CCN1CCc2ccccc2C1c1ccncc1 (stereo unspecified)
 : -5, 0, 3, 0, 8, -2.1, 1.9, 4, -0.2
CCOc1cc(C=O)cc(N=Nc2cccc([N+](=O)[O-])c2)c1O
 : -8, -42, 29, -8, 7, -1.4, -1.5, -8, -3.1
CC(C)COc1ccc2[nH]c3c(c2c1)CCCC3=O
 : 3, -2, 26, 8, -3, 1.8, -2.4, 3, -4.5
O=[N+]([O-])/C(=C\Nc1ccccc1Cl)S(=O)(=O)c1ccccc1
 : -1, 3, 16, ., ., -0.6, -0.8, 2, 0.4
COP(=O)(OC)C(Nc1ccc(C)cc1)c1ccc([N+](=O)[O-])cc1 (stereo unspecified)
 : -3, -10, 5, -9, 0, 1.0, -2.5, 1, 0.7
CCCc1nnc(NS(=O)(=O)c2ccc(C)cc2)o1
 : ., -5, 1, -2, 9, -0.4, ., -2, 0.9
COc1ccccc1NC(=O)CN(Cc1ccco1)C(=O)c1cc(Cl)c(OC)c(OC)c1
 : ., -1, -7, 2, 9, -0.4, ., 0, -1.9
O=C(O)C1CC=CCC1C(=O)Nc1cccnc1 (stereo unspecified)
 : -1, -6, 15, -3, 11, -2.7, 0.3, 4, -1.7
CCCCCC(=O)Nc1ccc2oc(-c3cccnc3)nc2c1
 : -5, 11, 4, -1, -17, 5.2, 1.8, 84*, -5.6
Cc1cccc(C(=O)NCC(=O)N2CCN(S(=O)(=O)c3ccc4c(c3)OCCO4)CC2)c1
 : 3, -1, -3, 4, 3, -0.5, -0.6, 2, -0.2
C=CCn1c(N)c(C(=O)OC(C)CC)c2nc3ccccc3nc21 (stereo unspecified)
 : ., -1, 20, 3, 7, 0.0, ., 167*, -1.3
COc1cc(OC)cc(C(=O)NC(=S)N2CCCCCC2)c1
 : -6, -1, -6, -6, -6, ., 4.0, -1, -0.6
Cc1nn(Cc2ccccc2)c(C)c1CCC(=O)O
 : 2, -13, -9, -3, 2, -0.2, -0.9, 2, -1.5
O=C(COC(=O)C12CC3CC(CC(C3)C1)C2)NNC(=O)c1ccccc1
 : 4, -5, 5, 4, 7, -1.0, -3.7, -2, .
CC(C)(C)OC(=O)N1CCC(C(=O)Nc2ccc(C(=O)NCCc3ccccc3)cc2)CC1
 : ., 2, 2, 1, 1, -1.4, ., -1, -1.2
O=C(CCC1CCCN(C2C3CC4CC(C3)CC2C4)C1)NCc1ccc(F)c(F)c1 (stereo unspecified)
 : 4, 2, 1, 0, 1, ., -5.8, 0, -1.9
Cc1[nH]c(C)c(S(=O)(=O)NCc2ccc(OC(C)C)cc2)c1C(=O)N1CCCC1
 : 4, 5, -4, 2, -2, -0.6, -0.8, -3, -0.5
CCCCn1c(N)c(N(CC(C)C)C(=O)c2cccc(S(=O)(=O)N3CC(C)OC(C)C3)c2)c(=O)[nH]c1=O (stereo unspecified)
 : -1, -8, -1, 0, -2, ., -0.2, 1, -3.0
CC(C)(C)OC(=O)N1CCC(c2c(C(=O)O)cnn2-c2ccccc2)CC1
 : -1, -8, 5, -4, 3, -1.6, -2.9, 0, 0.1
COc1cccc2c(=O)n(CC(=O)NC3CCCC3)ccc12
 : 3, -2, 16, 7, 4, -1.5, -1.6, 4, -3.5
O=C(NC1CC2CCCC(C1)N2C(=O)Nc1ccccc1)c1ccncc1 (stereo unspecified)
 : 3, -4, 1, -4, -6, 4.0, -2.2, 4, -2.8
Cc1ccc(OCC(=O)NNC(=O)c2cc3ccccc3o2)cc1C
 : -11, -4, -2, -3, -6, -1.0, -0.1, 2, -0.8
CCC1(c2ccc(F)cc2)NC(=O)N(CC(=O)c2cc(C)n(C3CC3)c2C)C1=O (stereo unspecified)
 : 2, ?, 3, -3, 5, -1.7, -1.8, 0, -2.5
CCCOC(=O)/C(=C\C=C\c1ccco1)NC(=O)c1ccccc1
 : -12, 0, 13, -9, -8, ., 2.4, 7, -2.3
Cc1ccc(-c2nn3c(C)nnc3c3ccccc23)cc1S(=O)(=O)NCc1ccccc1
 : 13, 2, 2, 5, 8, ., 1.4, 1, -1.4
CC(=O)c1ccc(Nc2nc(C(N)COCc3ccccc3)cs2)cc1 (stereo unspecified)
 : ., -1, 26, 1, ., -0.9, ., -1, -7.6
Cc1c(C(=O)N2CCC(Cc3ccccc3)CC2)sc2ncnc(N3CCC(C)CC3)c12
 : 1, -6, 4, 3, 3, ., -2.3, -1, 0.3
O=C(Nc1ccc(S(=O)(=O)N2CCCC2)cc1)N1c2ccccc2Sc2ccccc21
 : -26, -6, 4, 3, -1, -1.6, 2.9, -2, -0.5
Cc1ccc(C(C(=O)NCc2ccco2)N(C(=O)CNC(=O)c2cccs2)c2c(C)cc(C)cc2C)cc1 (stereo unspecified)
 : -1, 0, 6, 2, 1, -0.5, -1.8, 0, -0.3
Cc1cc(NC(=O)c2ccccc2Oc2ccccc2)no1
 : -4, -10, 8, -3, 1, 2.7, -0.2, 9, -2.8

(further entries)
The line under a structure holds: Rv3671c inh, BoNT F protease, GDH-TPI inh, PrPC surface inh, MazF activator, BioA inh, Mtb UGM inh, Mtb FBA inh, FadD28 binding
Cc1ccccc1SCC(=O)Nc1cc(S(=O)(=O)N2CCOCC2)ccc1N1CCOCC1
 : -3, 4, 5, 2, -3, 1.9, -3.4, 0, -3.0
CC(C)C(=O)Nc1nnc(NC(=S)Nc2ccccc2)s1
 : 7, -7, 29, 3, 1, 0.2, 1.9, -1, 3.9
C=C(C)CSc1nnc([C@@H]2CCCN2C(=O)OC(C)(C)C)o1
 : -2, 5, 6, 5, 2, -1.5, -1.0, 2, 0.5
O=C1CC(=O)Nc2cc(S(=O)(=O)N3CCOc4ccc(Cl)cc43)ccc2N1
 : -5, -1, 2, 5, 15, 4.6, 2.2, 1, -2.2
c1ccc(-c2noc(CN3CCN(C(c4ccccc4)c4ccccc4)CC3)n2)cc1
 : 1, -18, 6, 4, -13, -2.3, 4.1, 1, -0.4
CC(=O)c1ccc(NC(=O)C(C)N2CCN(C/C=C/c3ccccc3)CC2)cc1 (stereo unspecified)
 : -1, -5, 1, -19, 2, ., -0.5, -1, -1.2
CCCCN(C(=O)Cn1nnc2ccccc21)C(C(=O)NCCOC)c1ccc(OC)cc1 (stereo unspecified)
 : 1, -9, 9, -3, 6, 3.6, -0.1, -3, -3.1
Clc1ccc(/C=N/Nc2ccccn2)cc1
 : 2, 0, 20, -4, 0, -1.5, 1.0, 1, 1.9
CCCCn1c(O)c(C(C)=NCCc2c[nH]c3ccccc23)c(=O)[nH]c1=O
 : -12, ?, 9, 13, 7, ., 0.6, -2, -3.4
CCOC(=O)C1CCCN(C(=O)c2cc3ccc(OC)cc3[nH]2)C1 (stereo unspecified)
 : ., 24, 2, -3, 2, 0.9, 2.5, 0, -0.5
O=C(O)c1ccccc1S(=O)(=O)NCC(O)COC1CCCCC1 (stereo unspecified)
 : 8, 13, 9, 2, -7, 1.3, 0.4, 7, 0.1
c1cc2c(cc1C1OCC3C(c4ccc5c(c4)OCO5)OCC13)OCO2 (stereo unspecified)
 : -2, 6, -1, 9, -15, 1.9, ., 0, -0.8
COc1ccc(/C=N/OCC(=O)Nn2c(C)nc3ccccc3c2=O)cc1
 : 3, -1, -5, 5, 3, 0.0, -1.4, -1, -0.8
COc1ccc(CN2CCC(n3nccc3NC(=O)c3ccc4c(c3)OCO4)CC2)cc1C
 : -1, -1, 9, 0, -12, -3.2, -0.6, 1, -1.5
